# From PubChem BioAssay
# PGC1a acetyl inh = lowers PGC1a acetylation signal in U2OS cells; AID 651687; 350,000 tested, 0.17% active; inhibition, % at 15.6 µM; AlphaScreen anti-acetyl-lysine; with virally co-expressed GCN5 acetyltransferase;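 active = every replicate shows inhibition of at least 40%; inconclusive = mean inhibition at least 40% but some replicate below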;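 also: 0% = neutral control wells and 100% = positive control wells; some results beyond the cut were filed as inactive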
# LGR2 inh = Drosophila LGR2 receptor signaling inhibition; inhibition, % at 9.99 µM; HEK293 LGR2, CRE-luciferase, bursicon-stimulated, 4 h; 380,000 tested, 0.35% active; AID 720647;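 active = drop in luminescence signal, shown as inhibition above about 50% in the replicate tests, limit read from the data, passing the limit was not always enough; inconclusive = probably only some replicates passing the limit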;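 also: agonist challenge used bursicon conditioned medium at about half maximal strength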
# PglD inh = PglD (C. jejuni) enzyme inhibition. purified PglD enzyme, DTNB colorimetric CoA detection. inhibition, % at 12.5 µM. 360,000 tested, 0.098% active. AID 602405; in the data active = inhibition above about 16%, passing the limit was not always enough; inconclusive = no clear call, values can overlap the other calls; also: strong numbers were not always called active
# PAX8 reporter = lowers PAX8-driven luciferase in RMG-I cells | RMG-I TPO-luciferase reporter, SteadyGlo, 24 h | 360,000 tested, 1.2% active | inhibition, % at 12.6 µM;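 active = mean replicate inhibition at least 60% with every replicate also reaching 60%; inconclusive = only one of the two criteria is met; inactive = mean below 60% and not all replicates reaching 60%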;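 also: luciferase light reporting Pax8 driven TPO promoter activity; plate controls were median of neutral control wells for no effect and mitoxantrone controls for full effect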
# C2C12 statin = suppression of simvastatin myotoxicity. C2C12 myotubes + simvastatin, ATP luminescence, 48 h; scaled: DMSO 0, geranylgeraniol control 100. rescue of ATP level, % at 7.49 µM. 330,000 tested, 0.78% active;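 active = mean ATP rescue above about 67%, or every replicate alone reaching that limit, limit read from the data, passing the limit was not always enough; inconclusive = no clear call, values can overlap the other calls; inactive = mean under the limit and some replicate under it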;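 also: myotubes were challenged with 10 µM simvastatin during compound exposure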
# ARNT TACC3 PPI = disrupts binding between human ARNT and TACC3; Q9Y6A5; AlphaScreen His-ARNT PAS-B/GST-TACC3 binding, luminescence; TACC3 fragment carries E629A point mutation; inhibition, % at 9.99 µM; 390,000 tested, 0.66% active; AID 623870;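 active = mean inhibition of replicates at least 50% and at least half of replicates each reaching 50%; inconclusive = half or more replicates reach 50% but mean below 50%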;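 also: 0% = complete ARNT plus TACC3 wells and 100% = ARNT alone without TACC3; many hits fall short of the cut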
# Cneo AK release = Cryptococcus neoformans lysis via adenylate kinase release | C. neoformans lysis, adenylate kinase release luminescence, 4 h; normalised: neutral wells 0, clomiphene wells 100 | lysis activity, % at 15 µM | 360,000 tested, 0.2% active | AID 651654;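 active = mean lysis activity across replicates of at least 80%, whatever share of replicates individually reach that level; inactive = mean lysis activity below 80%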
#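 Material: C. neoformans cells | Amount: Yeast cell density of 5 × 10^6 cells/mL | Medium: Fresh YPD growth medium | Dosing: Single dose | Times: Static 4 h at 37 °C with compound, 1 h detection | Detection: AK luminescence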
# GSIS activator = GLuc luminescence reporter in INS-1E cells, primary screen for activators of glucose-dependent secretion of insulin. INS-1E GLuc reporter insulin secretion, 2-3 h. 370,000 tested, 0.61% active. activation, % at 16.6 µM;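 active = lowest replicate activation of at least 40%, so every replicate reaches that level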;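 also: 0% = median of neutral control wells and 100% = median of IBMX positive control wells; some compounds called inactive have numbers as strong as hits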
# Starred values were filed as active, the others as inactive; ? = inconclusive; . = not tested or not shown.
1) O=C(Nc1ccnn1C1CCN(CC(O)CO)CC1)C1CCCC1 (configuration not stated)
2) CN(Cc1ccccc1)C(=O)c1ccc(Nc2nc(CN)cs2)nc1
3) COc1ccc(N2CCN(C(=O)c3cc4cc(Cl)ccc4[nH]3)CC2)cc1
4) CSc1nn(CCc2ccncc2)c(=S)s1
5) CN(C)S(=O)(=O)c1ccc(NC(=S)NC(=O)c2cccs2)cc1
6) Cc1ccc(NC(=O)CCc2nnc(SCC(=O)Nc3ccccc3C)n2C)cc1Cl
assay / compound,1,2,3,4,5,6
PGC1a acetyl inh,-3.0,-4.6,.,16.0,0.3,.
LGR2 inh,19.1,-6.1,-0.8,.,-7.6,1.6
PglD inh,-5.4,-2.7,-6.3,6.9,.,-4.9
PAX8 reporter,4.8,-0.4,-12.2,.,-45.8,.
C2C12 statin,-13.9,4.2,18.7,0.4,.,-9.7
ARNT TACC3 PPI,1.5,.,-12.4,-4.0,-1.7,-20.7
Cneo AK release,0.9,0.7,-1.7,-1.2,.,6.3
GSIS activator,-7.3,1.0,-8.3,.,-10.8,2.2

7) C[C@H]1CN([C@@H](C)CO)C(=O)c2cc(NC(=O)Cc3ccccc3)ccc2O[C@H]1CN(C)C(=O)Nc1cccc2ccccc12
8) COc1ccc(NC(=O)N(C)C[C@@H]2Oc3ncc(C4=CCCC4)cc3C(=O)N([C@@H](C)CO)C[C@@H]2C)cc1
9) N#Cc1cccc(-c2ccc([C@H]3[C@@H](CO)N4CCCCN(C(=O)Nc5cccc(F)c5)C[C@@H]34)cc2)c1
10) CCCN(CC(=O)Nc1cc(Cl)ccc1Cl)C(=O)c1ccc(N2CCCC2=O)cc1
11) COCCN(C(=O)CSc1nc2ccccc2c(=O)n1CC(C)C)c1c(N)n(Cc2ccccc2)c(=O)[nH]c1=O
12) COc1ccc(C)cc1NC(=O)CSc1nnc(-c2ccco2)n1N
assay / compound,7,8,9,10,11,12
PGC1a acetyl inh,16.7,-21.3,-1.4,-1.6,-5.5,14.8
LGR2 inh,2.7,10.9,0.8,2.2,.,.
PglD inh,-0.2,1.6,-0.3,-2.7,1.5,0.2
PAX8 reporter,24.2,.,-6.3,3.1,5.7,.
C2C12 statin,11.6,.,-28.7,3.2,5.6,4.3
ARNT TACC3 PPI,-0.2,-12.3,-10.1,5.1,-7.8,10.7
Cneo AK release,-6.9,-2.7,-1.5,-0.9,5.0,3.6
GSIS activator,-4.3,-8.8,-14.7,-9.5,7.8,.

13) Cc1noc(C)c1S(=O)(=O)N(C)C[C@@H]1OCCCC[C@@H](C)Oc2ccc(NS(=O)(=O)c3ccc(Cl)cc3)cc2C(=O)N([C@@H](C)CO)C[C@H]1C
14) CN(C)C(=O)c1cccc(-c2cccc(-c3nc(C(=O)N4CCCCC4)cc4c3[C@H](CCO)N([S@@](=O)C(C)(C)C)C4)c2)c1
15) O=C(N/N=C/C(Cl)=C/c1ccc([N+](=O)[O-])cc1)C(=O)Nc1ccc(C(=O)O)cc1
16) C[C@@H]1CCCCO[C@H](CN(C)C(=O)Nc2ccc(F)cc2)[C@H](C)CN([C@@H](C)CO)C(=O)c2cc(NC(=O)CCC(F)(F)F)ccc2O1
17) CN1CCN(C(=O)C[C@@H]2CC[C@H]3[C@@H](COC[C@H](O)CN3C(=O)Nc3cc(Cl)cc(Cl)c3)O2)CC1
18) Cc1ccc(-n2c(C)cc(C)c(C#N)c2=O)cc1
assay / compound,13,14,15,16,17,18
PGC1a acetyl inh,-18.2,11.6,-8.2,3.3,-5.3,-3.1
LGR2 inh,5.4,-7.8,-6.0,1.0,-22.1,.
PglD inh,4.8,6.7,.,7.8,0.7,-2.6
PAX8 reporter,25.1,-18.9,-2.3,13.5,-7.9,-19.4
C2C12 statin,.,-1.2,.,.,-21.4,0.1
ARNT TACC3 PPI,1.2,2.7,2.6,0.0,-1.3,-4.8
Cneo AK release,3.1,-4.9,.,-6.1,-2.5,5.3
GSIS activator,-17.2,-23.5,-11.0,-6.8,-0.2,.

19) O=C1NC(=O)C(c2ccccc2)(c2ccc(O)cc2)N1 (configuration not stated)
20) CCCCC(C(=O)O)C(C)CC(=O)Nc1nncs1 (configuration not stated)
21) Cc1cc(-c2nnc(CCC(=O)N(C)C(C)c3cccs3)o2)no1 (configuration not stated)
22) COc1ccc(-c2csc(NC(=O)Cc3ccccc3F)n2)cc1OC
23) O=C(NCCc1ccccc1)C(=O)NCC(c1ccco1)N1CCOCC1 (configuration not stated)
24) COCCN1C(=O)C(O)=C(C(=O)c2cccs2)C1c1ccccc1 (configuration not stated)
assay / compound,19,20,21,22,23,24
PGC1a acetyl inh,0.3,?,-3.5,0.7,-1.7,9.1
LGR2 inh,6.4,-9.1,3.7,-8.2,-0.9,.
PglD inh,1.8,4.1,.,-6.4,-5.1,.
PAX8 reporter,-2.2,-13.5,-56.7,-9.9,0.6,.
C2C12 statin,25.2,2.1,10.7,.,3.5,20.4
ARNT TACC3 PPI,-1.6,4.2,11.2,12.0,32.9,-8.1
Cneo AK release,3.5,-1.1,.,-0.5,-3.4,1.6
GSIS activator,3.6,-4.2,14.2,47.1,.,.

# Not a retest: an excerpt of the list.
16) C[C@@H]1CCCCO[C@H](CN(C)C(=O)Nc2ccc(F)cc2)[C@H](C)CN([C@@H](C)CO)C(=O)c2cc(NC(=O)CCC(F)(F)F)ccc2O1
17) CN1CCN(C(=O)C[C@@H]2CC[C@H]3[C@@H](COC[C@H](O)CN3C(=O)Nc3cc(Cl)cc(Cl)c3)O2)CC1
18) Cc1ccc(-n2c(C)cc(C)c(C#N)c2=O)cc1
19) O=C1NC(=O)C(c2ccccc2)(c2ccc(O)cc2)N1 (configuration not stated)
20) CCCCC(C(=O)O)C(C)CC(=O)Nc1nncs1 (configuration not stated)
21) Cc1cc(-c2nnc(CCC(=O)N(C)C(C)c3cccs3)o2)no1 (configuration not stated)
22) COc1ccc(-c2csc(NC(=O)Cc3ccccc3F)n2)cc1OC
23) O=C(NCCc1ccccc1)C(=O)NCC(c1ccco1)N1CCOCC1 (configuration not stated)
assay / compound,16,17,18,19,20,21,22,23
PGC1a acetyl inh,3.3,-5.3,-3.1,0.3,?,-3.5,0.7,-1.7
LGR2 inh,1.0,-22.1,.,6.4,-9.1,3.7,-8.2,-0.9
PglD inh,7.8,0.7,-2.6,1.8,4.1,.,-6.4,-5.1
PAX8 reporter,13.5,-7.9,-19.4,-2.2,-13.5,-56.7,-9.9,0.6
C2C12 statin,.,-21.4,0.1,25.2,2.1,10.7,.,3.5
ARNT TACC3 PPI,0.0,-1.3,-4.8,-1.6,4.2,11.2,12.0,32.9
Cneo AK release,-6.1,-2.5,5.3,3.5,-1.1,.,-0.5,-3.4
GSIS activator,-6.8,-0.2,.,3.6,-4.2,14.2,47.1,.

24) COCCN1C(=O)C(O)=C(C(=O)c2cccs2)C1c1ccccc1 (configuration not stated)
assay / compound,24
PGC1a acetyl inh,9.1
LGR2 inh,.
PglD inh,.
PAX8 reporter,.
C2C12 statin,20.4
ARNT TACC3 PPI,-8.1
Cneo AK release,1.6
GSIS activator,.

# The list continues:
25) COC(=O)c1sccc1OC(C)C(C)=O (configuration not stated)
26) CCc1ccc(CN(C)C(=O)CC2C(=O)NCCN2Cc2ccoc2)cc1 (configuration not stated)
27) COC(=O)Cn1c(=NC(=O)C2CC2)sc2c(C)cc(C)cc21
28) COc1ccc(S(=O)(=O)Oc2ccc3ccccc3c2)cc1
29) O=C(NCc1ccccc1Cl)C1CCN(c2cnccn2)CC1
30) COCC#Cc1cnc2c(c1)C(=O)N([C@H](C)CO)C[C@@H](C)[C@H](CN(C)C(=O)C1CCCCC1)O2
assay / compound,25,26,27,28,29,30
PGC1a acetyl inh,1.8,12.7,.,.,.,0.1
LGR2 inh,.,-5.0,-19.9,-36.5,6.2,-9.9
PglD inh,.,.,2.2,.,.,0.9
PAX8 reporter,-2.4,-0.9,0.6,-53.9,-5.1,-20.1
C2C12 statin,-8.5,11.7,5.1,.,.,-49.7
ARNT TACC3 PPI,-1.1,-5.8,-3.8,-1.6,-0.5,9.4
Cneo AK release,-1.9,.,-1.0,.,.,5.8
GSIS activator,.,-3.1,18.4,-5.0,-11.9,4.4

31) CC1=C(C(=O)OCc2ccc3c(c2)OCO3)C(c2ccccc2OCc2ccccc2)NC(=O)N1 (configuration not stated)
32) CCOCCCNC(=O)c1ccc(CS(=O)(=O)Cc2ccccc2F)o1
33) COC(=O)c1[nH]c2cccc(OC)c2c1NC(=O)CN1CC(C)OC(C)C1 (configuration not stated)
34) Cc1nn(CC(=O)OCC(=O)Nc2ccccc2[N+](=O)[O-])c(C)c1[N+](=O)[O-]
35) O=C(Cc1c(Cl)cccc1Cl)OCC(=O)c1ccc[nH]1
36) O=C(NCc1ccncc1)c1cc(C(=O)C2CC2)c[nH]1
assay / compound,31,32,33,34,35,36
PGC1a acetyl inh,1.9,-2.5,35.3,5.0,-18.8,-8.6
LGR2 inh,9.7,.,.,-17.8,-41.7,19.2
PglD inh,.,4.6,-5.5,-30.8,3.1,.
PAX8 reporter,.,.,-40.0,-3.3,-47.4,16.1
C2C12 statin,.,-21.0,0.8,.,20.2,.
ARNT TACC3 PPI,-0.2,-11.9,-5.9,4.8,.,-2.9
Cneo AK release,.,-4.6,-1.5,-1.5,-0.4,.
GSIS activator,-23.1,.,.,-12.6,-8.6,0.4

37) COCCn1c(SCC(=O)Nc2ccccc2F)nnc1-c1ccoc1C
38) O=C(CSc1nnc2ccc(-c3ccc(F)cc3)nn12)NCC1CCCO1 (configuration not stated)
39) CC(C)COC(=O)N1CCCC(c2cc(C(=O)Nc3ccccc3Cl)no2)C1 (configuration not stated)
40) CCOC(=O)C1CCCN(S(=O)(=O)Cc2ccc(Cl)cc2)C1 (configuration not stated)
41) C[C@H](CO)N1C[C@H](C)[C@@H](CN(C)C(=O)Cc2ccccc2)OCCCC[C@H](C)Oc2ccc(NC(=O)Nc3ccc(C(F)(F)F)cc3)cc2C1=O
42) CCOc1ccc(NC(=O)c2ccccc2NC(=O)CN2CCN(C(C)=O)CC2)cc1
assay / compound,37,38,39,40,41,42
PGC1a acetyl inh,.,.,.,-9.7,.,-8.0
LGR2 inh,14.9,1.9,-4.1,-7.9,-21.4,.
PglD inh,-6.6,.,2.0,-1.2,-0.3,5.1
PAX8 reporter,-10.2,-10.2,4.3,-38.9,87.0*,.
C2C12 statin,-0.9,.,7.5,-6.0,-174.2,-1.7
ARNT TACC3 PPI,-3.4,2.0,.,-9.8,-5.0,3.0
Cneo AK release,0.6,.,-2.2,1.2,-2.2,3.8
GSIS activator,-0.1,5.0,-11.2,-8.4,4.3,-0.7

43) C[C@H](CO)N1C[C@H](C)[C@@H](CN(C)S(=O)(=O)c2ccc(Cl)cc2)Oc2ccc(NS(=O)(=O)c3ccc(F)cc3)cc2C1=O
44) CCOCCCNC(=O)C(c1ccc(Cl)cc1)N1CCN(C(=O)c2ccco2)CC1 (configuration not stated)
45) COc1ccccc1CCNC(=O)CSc1nc(=O)[nH]c2c1CCC2
46) OCc1ccccc1-c1ccc2nccn2c1
47) Cc1ccc(-c2csc(NC(=O)c3ccco3)n2)cc1C
48) O=C(NC1C=CS(=O)(=O)C1)c1ccccc1 (configuration not stated)
assay / compound,43,44,45,46,47,48
PGC1a acetyl inh,-4.9,1.1,.,.,-4.6,.
LGR2 inh,-10.2,.,-6.8,-12.3,.,7.9
PglD inh,0.6,3.8,3.7,-2.0,0.2,.
PAX8 reporter,.,.,2.3,-2.7,-226.3,12.1
C2C12 statin,.,2.2,-4.1,4.2,9.4,.
ARNT TACC3 PPI,7.0,-3.4,-2.1,.,11.7,0.5
Cneo AK release,-7.2,-1.4,-0.3,8.0,-0.6,.
GSIS activator,-2.8,.,0.5,-5.3,.,7.5
